JMJD2E inh – qHTS Assay for Inhibitors of Human Jumonji Domain Containing 2E (JMJD2E); JMJD2E catalytic domain, FDH-coupled NADH fluorescence (FDH is formaldehyde dehydrogenase); Potency, µM (doses to about 57.1 µM), for the others: at the top dose activity change, negative = inhibition, most hits filed as inhibitors; 230,000 compounds, 1.6% hits; AID 2147, 2009; active means well fitted inhibition curve with a large enough effect, not every such curve was filed as active; inconclusive means small, poorly fitted or top-dose-only effect, or another doubt; inactive means no such curve, though single readings can be large or run the other way;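 further: 0% = wells with enzyme and -100% = buffer wells without enzyme; nearly all actives have a fitted effect of over 50% in size; many of its hits are not listed in these tables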
Target sequence (B2RXH2 1-337 limits assumed): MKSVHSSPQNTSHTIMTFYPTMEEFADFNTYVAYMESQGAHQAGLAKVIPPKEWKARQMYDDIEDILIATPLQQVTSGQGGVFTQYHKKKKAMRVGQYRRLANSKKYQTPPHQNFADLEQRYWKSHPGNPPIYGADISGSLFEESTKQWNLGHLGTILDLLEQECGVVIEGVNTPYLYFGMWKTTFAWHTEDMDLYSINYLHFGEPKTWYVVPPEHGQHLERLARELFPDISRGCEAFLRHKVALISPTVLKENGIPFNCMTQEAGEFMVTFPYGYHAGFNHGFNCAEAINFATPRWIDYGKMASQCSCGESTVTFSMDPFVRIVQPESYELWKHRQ
SMN2 splice up – qHTS Assay for Enhancers of SMN2 Splice Variant Expression; HEK293 SMN2-luciferase splicing reporter, luminescence, 30-36 h; Potency, µM (doses to about 46.1 µM), inactives show top-dose activity change, positive = activation, usual class: activators; 210,000 compounds, 2.8% hits; AID 1458, 2008; further: % of control where 0% means no effect; nearly all actives have a fitted effect of over 55% in size
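HEK293 cells carry an SMN2 […]–luciferase reporter in which exon 7 inclusion puts luciferase in frame. Cells were plated 10-12 h before compound addition, then incubated 30-36 h at 37C. ONE-Glo luminescence was read; sodium butyrate at 4.5 mM final served as control.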
KinaseGlo FLuc – Counterscreen for Luciferase (Kinase-Glo TM) Inhibition; Luciferin 4-monooxygenase (Photuris pensylvanica), Q27757; Kinase-Glo luciferase, ATP luminescence, 8 min; Potency, µM (doses to about 38.3 µM), without a hit: at the highest dose activity change, negative = inhibition, hits mostly inhibitors; 200,000 compounds, 0.28% hits; AID 1379, 2008; further: on the % scale 0 is the no-effect control and ±100 the full control effect; nearly all actives have a fitted effect of over 60% in size
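Inhibition of Kinase-Glo luciferase light generation was assessed at 10 uM ATP in pH 7.2 imidazole buffer, with luminescence measured after eight minutes at ambient temperature.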
Tau ThT inhib – qHTS for Inhibitors of Tau Fibril Formation, Thioflavin T Binding; AID 1460, 2008; recombinant tau K18 P301L (four-repeat tau fragment), heparin-induced fibrillization, ThT fluorescence; Potency, µM (titrated, usually from 57.4 µM), for the others: top-dose activity, negative = inhibition, usual class: inhibitors; 270,000 compounds, 2.1% hits; further: on the % scale 0 is the no-effect control and ±100 the full control effect; nearly all actives have a fitted effect of over 55% in size
Target sequence (P10636 561-689 P618L limits assumed): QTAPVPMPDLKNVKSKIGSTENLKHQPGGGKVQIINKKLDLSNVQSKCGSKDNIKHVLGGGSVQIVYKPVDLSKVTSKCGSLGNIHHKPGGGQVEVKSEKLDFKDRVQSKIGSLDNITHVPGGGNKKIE
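Recombinant human tau K18 fragment […] carrying P301L, 15 uM unlabeled plus 0.24 uM Alexa 594-labeled, was fibrillized with 20 uM heparin in 100 mM sodium acetate pH 7 for 6 hr at 37 C; 30 uM ThT fluorescence read after 1 hr.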
L3MBTL1 block – qHTS Assay for the Inhibitors of L3MBTL1 | AID 485360, 2010 | 230,000 compounds, 0.66% hits | Potency, µM (highest dose often 57.1 µM), for inactives: at the top dose activity, negative = inhibition, most hits filed as inhibitors | AlphaScreen L3MBTL1–H3K9me1 peptide binding | Lethal(3)malignant brain tumor-like protein 1 (Homo sapiens), Q9Y468; further: on the % scale 0 is the no-effect control and ±100 the full control effect; nearly all actives have a fitted effect of over 60% in size
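AlphaScreen proximity signal between nickel-chelate acceptor and streptavidin donor beads (final 10 ug/mL) reports binding of 50 nM L3MBTL1 to 75 nM biotin-H3 K9me1 peptide; complex incubated with compounds 30 min at room temperature; cefsulodin titration as control.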
Lamin A splicing – qHTS Assay for Modulators of Lamin A Splicing; HeLa LMNA splicing GFP/RFP minigene ratio, 48 h; 200,000 compounds, 0.01% hits; AID 1487, 2009; Potency, µM (series often up to 46.1 µM), for the others: top-dose ratio change, negative = inhibition, hits mostly inhibitors; active means well fitted inhibition curve with a large enough effect in the signal ratio, with a control signal flat, not every such curve was filed as active; inconclusive means small, poorly fitted or top-dose-only effect, or effect the other way, or a change in a side signal; the % refers to the signal ratio; further: on the % scale 0 is the no-effect control and ±100 the full control effect
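Read-out is the ratio of GFP to DsRed2 object intensity, acquired by 488 nm laser-scanning cytometry on HeLa lamin A-EGFP minigene reporter cells. Compound incubation 48 hrs at 37 °C in Opti-MEM with 2% FBS; DMSO 0.5% final.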
RECQ1 helicase – qHTS Assay for Inhibitors of RecQ-Like Dna Helicase 1 (RECQ1); 240,000 compounds, 0.54% hits; Potency, µM (titrated, usually from 57.3 µM), for the others: at the highest dose activity, negative = inhibition, most hits filed as inhibitors; ATP-dependent DNA helicase Q1 (Homo sapiens), P46063; RECQ1 DNA unwinding, red fluorescence kinetic read;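 further: plate controls were vehicle for no effect and no enzyme for full effect; nearly all actives have a fitted effect of over 30% in size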
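50 nM RECQ1T1 preincubated 15 min with compound in Tris pH 8.0 buffer with MgCl2, DTT, Tween-20 and 2.5 ug/ml poly(dI-dC); started with 200 nM TAMRA/BHQ-2 forked duplex and 2 mM ATP. Unwinding read as fluorescence (525/598 nm), two reads 2 h apart.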
ALDH1A1 block – qHTS Assay for Inhibitors of Aldehyde Dehydrogenase 1 (ALDH1A1); AID 1030, 2008; Potency, µM (highest dose often 75.3 µM), inactives show top-dose activity, negative = inhibition, hits mostly inhibitors; 220,000 compounds, 7.3% hits; Purified ALDH1A1, NADH fluorescence, propionaldehyde substrate; Aldehyde dehydrogenase 1A1 (Homo sapiens), P00352; active means well fitted inhibition curve with a large enough effect, not every such curve was filed as active; inconclusive means small, poorly fitted or top-dose-only effect, or another doubt; inactive means no such curve, though single readings can be large or run the other way;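 further: plate controls were no enzyme wells and a reference inhibitor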
Target sequence (P00352 whole entry, looked up): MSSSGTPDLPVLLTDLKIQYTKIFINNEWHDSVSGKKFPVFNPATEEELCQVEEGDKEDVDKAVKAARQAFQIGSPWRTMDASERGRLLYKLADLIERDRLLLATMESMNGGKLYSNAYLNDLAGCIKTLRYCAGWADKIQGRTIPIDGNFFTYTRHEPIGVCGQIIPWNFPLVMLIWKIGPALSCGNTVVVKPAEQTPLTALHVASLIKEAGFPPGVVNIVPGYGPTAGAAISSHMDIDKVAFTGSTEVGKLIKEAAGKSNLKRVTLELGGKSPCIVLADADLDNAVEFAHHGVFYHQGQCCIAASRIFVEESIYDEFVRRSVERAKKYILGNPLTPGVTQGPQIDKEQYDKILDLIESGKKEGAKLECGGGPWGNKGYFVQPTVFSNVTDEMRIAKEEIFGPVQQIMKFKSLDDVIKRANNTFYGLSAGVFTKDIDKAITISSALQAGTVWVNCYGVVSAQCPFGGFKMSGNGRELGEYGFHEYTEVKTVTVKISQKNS
An asterisk follows results filed as active; i = inactive; ? = inconclusive; · = no result given; [ ] = dose if it differs, or a comment. Unless noted, the call rests on the fitted dose curve; in most records, active means well fitted curve in the direction sought with a large enough effect; inconclusive means small, poorly fitted or top-dose-only effect, or another doubt; inactive means no such curve, though single readings can be large; an effect the other way counts as inactive or inconclusive. Potency means the concentration at half of the fitted maximal effect.

SMILES | JMJD2E inh | SMN2 splice up | KinaseGlo FLuc | Tau ThT inhib | L3MBTL1 block | Lamin A splicing | RECQ1 helicase | ALDH1A1 block
O=C(NCC(=O)N(CC1CCCO1)C(C(=O)NC1CCCCC1)c1ccc(F)cc1)c1ccco1 (stereo unspecified) | 6% | 13% | 7% | -5% | 5% | 4% | -9% | -1%
O=C(CNS(=O)(=O)N1CCOCC1)N/N=C/c1cccnc1 | 8% | · | 2% | -5% | 2% | 7%[46 µM] | -5% | -4%
Cc1cs/c(=N\N=C\c2cccc([N+](=O)[O-])c2)n1Cc1ccco1 | 4% | -5% | 3% | ? | -11% | -6% | -6% | 9%
CC(C)n1c(O)c(N=NC(=O)Cc2csc(N3CCOCC3)n2)c2ccccc21 | 10% | 12% | -1% | ? | -11% | ? | -13% | -12%
N#C[C@H]1[C@H](c2ccccc2)[C@](C#N)(C(=O)c2ccccc2)[C@@H]2C=Cc3ccccc3N21 | 2% | -71%[inhibitor] | -5% | 10% | -5% | ? | -4% | ?
CC(=O)c1c(C)nc(-c2ccccc2)nc1NC(=O)C(C)C | 2% | -17% | -1% | -11% | · | 3% | 3% | 11%
CCOc1ccc(S(=O)(=O)N2CCN(C(=O)c3cc4c(s3)CCCC4)CC2)cc1 | -4% | -6%[1.84 µM] | -2% | -10% | 5% | ? | 2% | ?
COc1ccc2[nH]c3c(C)c4ccncc4c(C)c3c2c1 | 8.9µM* | · | · | 3.5µM* | -1% | ? | 22µM* | -9%
COc1cccc(-c2cc(C(=O)N3CCCCCC3)no2)c1 | -19% | 3.2µM* | -8% | 1% | 11% | -9% | i | ?
CCCn1c(Cc2ccccc2)n[nH]c1=S | -4% | 9% | 2% | 6% | · | 0% | i | -3%
O=C(COC(=O)Cc1ccc(Cl)cc1)Nc1ccc(OC(F)F)cc1 | 5% | 6% | 3% | -5% | 4% | -12% | -2% | 9%
COc1cc(C(=O)N(c2ccc(C)c(C)c2)C2C=CS(=O)(=O)C2)cc(OC)c1OC (stereo unspecified) | -21% | 8% | 3% | 4% | 1% | · | i | -2%
CSCCC(NC(=O)/C(=C/c1ccc2c(c1)OCO2)NC(=O)c1cccc([N+](=O)[O-])c1)C(=O)O (stereo unspecified) | -9% | · | · | -6% | · | 0%[46 µM] | -7% | ?
COc1ccc(NC(=O)CN(C)CC(=O)Nc2cccc(F)c2)cc1Cl | -1% | 3% | 4% | -2% | 6% | 10%[46 µM] | -20% | ?
Oc1ccccc1-c1cc(C(F)(F)F)nc(-c2ccccc2)n1 | -10% | -11% | -2% | 0% | 5% | ? | i | 4%
Cc1cc(C)c(C)c(OCCCCn2cnc3ccccc3c2=O)c1 | -3% | · | · | -18% | 7% | ? | -12% | -7%
CCn1c(SCC(=O)N/N=C/C=C\c2ccccc2[N+](=O)[O-])nc2ccccc21 | 0% | 6% | 3% | ? | -21% | -11% | 2% | ?
Cc1cc(C)c(C#N)c(SCC2COc3ccccc3O2)n1 (stereo unspecified) | 2% | -8% | -5% | -8% | 31%[activator] | ? | -5% | ?
CC(=O)c1c(C)nc2nonc2c1N | ? | -1% | 1% | -12% | 4% | ? | i | ?
Cc1ccc(/C=N/Nc2cn[nH]c(=O)n2)o1 | -7% | 13% | -5% | -15% | 2% | -13%[46 µM] | -7% | 5%
CSc1cccc(NC(=O)CN(c2ccc(C)cc2C)S(C)(=O)=O)c1 | 0% | -12% | -1% | -4% | -1% | 0% | -8% | -1%
Cc1nn2c(COc3ccc(NC(=O)c4ccccc4Cl)cc3)nnc2c2ccccc12 | 6% | 19% | -3% | ? | 3% | 17% | i | 5%
CC(C)N1CCN(Cc2ccc3c(c2)Cc2ccccc2-3)CC1CCO (stereo unspecified) | -9% | -19% | -3% | -3% | 4% | -10%[46 µM] | -6% | 1%
Cc1nn(CC2CC2)c(=O)n1N(C)c1ncc(C(F)(F)F)cc1Cl | -1% | 3% | 2% | 0% | 6%[11.4 µM] | · | -4% | 12%
CCCNC(=O)CSc1nccn1Cc1ccco1 | 11% | 4% | -2% | 1% | 9% | · | i | -2%

Overlap with the part before: 5 entries, then new ones.
SMILES | JMJD2E inh | SMN2 splice up | KinaseGlo FLuc | Tau ThT inhib | L3MBTL1 block | Lamin A splicing | RECQ1 helicase | ALDH1A1 block
CSc1cccc(NC(=O)CN(c2ccc(C)cc2C)S(C)(=O)=O)c1 | 0% | -12% | -1% | -4% | -1% | 0% | -8% | -1%
Cc1nn2c(COc3ccc(NC(=O)c4ccccc4Cl)cc3)nnc2c2ccccc12 | 6% | 19% | -3% | ? | 3% | 17% | i | 5%
CC(C)N1CCN(Cc2ccc3c(c2)Cc2ccccc2-3)CC1CCO (stereo unspecified) | -9% | -19% | -3% | -3% | 4% | -10%[46 µM] | -6% | 1%
Cc1nn(CC2CC2)c(=O)n1N(C)c1ncc(C(F)(F)F)cc1Cl | -1% | 3% | 2% | 0% | 6%[11.4 µM] | · | -4% | 12%
CCCNC(=O)CSc1nccn1Cc1ccco1 | 11% | 4% | -2% | 1% | 9% | · | i | -2%
Cc1ccc(C(=O)NCCc2nnc3ccc(SCC(=O)Nc4ccccc4C)nn23)cc1 | -22% | 19% | 1% | 5% | 3% | -19% | -8% | ?
CCN(CC)S(=O)(=O)c1cccc(NC(=O)/C=C/c2ccc([N+](=O)[O-])cc2)c1 | -5% | -13% | 4% | ? | 0% | ? | -4% | 3%
O=C(NC1CC1)c1ccc(C2SCC(=O)N2Cc2ccccc2)cc1 (stereo unspecified) | 2% | -9% | -2% | 0% | · | 4%[46 µM] | i | 3%
CCn1c(/C=N/Nc2ccc(C(=O)O)cc2)nc2ccccc21 | 10% | 3% | 2% | ? | 1% | -8% | -4% | 7%
O=S(=O)(/N=C(/c1ccc(F)cc1)N1CCCCC1)c1ccc(Cl)cc1 | 6% | · | · | -4% | 12% | -10% | -2% | ?
CC(=O)NC12CC3CC(C1)CC(C(=O)OCC(=O)Nc1ncc(Cl)c(C)c1Cl)(C3)C2 | -11% | 5% | 0% | ? | ? | 4% | -13% | -3%
Cc1cn(C2OC[C@@H](O)[C@@H]2CO)c(=O)[nH]c1=O (stereo partly specified) | 5% | 3% | 2% | -1% | · | · | i | 10%
Cc1ccc(NC(=O)Nc2ccc(F)cc2F)c(OC(F)F)c1 | 4% | -1% | 2% | 8% | 7% | · | 14% | 2%
CCCn1c(SCC(=O)NCc2ccco2)nnc1C(C)C | -23% | 7% | -5% | ? | 5% | 15% | i | -14%
COC(=O)CCC(=O)Nc1cccc(Cl)c1 | -2% | 2% | 0% | -12% | -6% | 5% | -2% | 10%
COc1cc(NC(=S)NCc2ccco2)cc(OC)c1 | -6% | 13% | 1% | -11% | -3% | -5% | -23% | ?
Cc1ccsc1C(=O)OCc1nc2ccccc2c(=O)[nH]1 | -12% | 21% | 15% | -12% | · | 4% | -12% | -5%
O=C(NNC1=Nc2cccc3cccc1c23)c1ccc(Br)cc1 | -2% | -21% | -2% | 3% | -17% | · | 6% | 0%
COc1ccccc1NC(=O)CC1C(=O)NCCN1C(=O)Nc1ccc(Cl)c(Cl)c1 (stereo unspecified) | 3% | 15% | -2% | -6% | 1% | 0% | -12% | 12%
COc1cc(OC)cc(C(=O)NCC(=O)N2CCCCC2)c1 | -3% | 7% | 1% | 4% | -3% | 1% | i | 13%
O=S(=O)(Nc1nc2ccccc2[nH]1)c1ccc2ccccc2c1 | 1% | 23% | -2% | -5% | · | -2% | -12% | 12%
COc1ccc(C)cc1NC(=O)COC(=O)C1CCN(C(=O)c2ccc(Cl)cc2)CC1 | -11% | -5% | 2% | -13% | -6%[11.4 µM] | ? | -5% | 0%
Cc1cc(C)c(NC(=O)C2CC(=O)N(c3ccc4c(c3)OCCO4)C2)c(C)c1 (stereo unspecified) | 11% | -34% | -4% | -23% | · | 1% | -4% | ?
CC(O)CNCc1cccc2ccccc12 (stereo unspecified) | 8% | -9% | -1% | -9% | 5% | -6% | -1% | -3%
Cc1cc(C(=O)CSCCCn2c(=O)[nH]c3ccccc32)c(C)n1C | -1% | -10% | -1% | ? | -13% | -11% | -17% | -14%
O=C(C1CC1)N1CCc2cc(S(=O)(=O)NC3CCN(Cc4ccccc4)CC3)ccc21 | 8% | -36%[inhibitor] | 2% | 3% | -1% | -2%[0.0737 µM] | i | 8%
O=C(c1ccc(F)cc1)N(C(=O)c1ccc(F)cc1)c1ncccn1 | 5% | -1% | -1% | 1% | 15% | -7%[46 µM] | -11% | -5%

Complete entries from above:
O=C(c1ccc(F)cc1)N(C(=O)c1ccc(F)cc1)c1ncccn1 is listed with JMJD2E inh = 5%; SMN2 splice up = -1%; KinaseGlo FLuc = -1%; Tau ThT inhib = 1%; L3MBTL1 block = 15%; Lamin A splicing = -7%[46 µM]; RECQ1 helicase = -11%; ALDH1A1 block = -5%
COC(=O)CCC(=O)Nc1cccc(Cl)c1 is listed with JMJD2E inh = -2%; SMN2 splice up = 2%; KinaseGlo FLuc = 0%; Tau ThT inhib = -12%; L3MBTL1 block = -6%; Lamin A splicing = 5%; RECQ1 helicase = -2%; ALDH1A1 block = 10%

High-throughput results: PubChem BioAssay, National Center for Advancing Translational Sciences (NCATS)

Not all compounds are listed; rates above refer to the full screens.
